KB-3-1 cytotox: kills parental KB-3-1 adenocarcinoma cells. KB-3-1 viability, CellTiter-Glo ATP luminescence, 72 h. Potency, µM (highest dose often 46.1 µM), without a hit: at the highest dose activity change, negative = cytotoxic, most hits filed as cytotoxic. 400,000 compounds, 1.4% hits; note: potency is the fitted concentration of half-maximal effect; % is set by controls: 0 for no effect and ±100 for the full control effect; nearly all actives have a fitted effect of over 60% in size
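KB-3-1 cells, DMEM (no phenol red) + 10% FBS; compound by pin transfer, 72 h, 37 °C. Readout: CellTiter-Glo luminescence after 10 min. Data normalized, curve-fitted.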
HT1080NT lethal: kills 2HG-producing HT-1080-NT fibrosarcoma cells | Potency, µM (titrated, usually from 46.1 µM), for inactives: at the highest dose activity, negative = less viability, actives largely listed as cytotoxic | 360,000 compounds, 1.6% hits | HT-1080-NT fibrosarcoma viability, CellTiter-Glo ATP luminescence, 48 h;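 note: NT is the 2HG producing partner of a matched IDH1 knockdown line; potency is the fitted concentration of half-maximal effect; 0% = DMSO-treated cells and -100% = media-only wells without cells; nearly all actives have a fitted effect of over 55% in size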
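Viability of the 2HG-overproducing fibrosarcoma line after 48 hours of compound exposure at 37 degrees C was determined by luminescence with CellTiter-Glo, and concentration-effect curves were then fitted and categorized.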
IL1B secr inh: inhibitors of inflammasome signaling (IL-1 beta secretion). THP-1 LPS/ATP IL-1B secretion, AlphaLISA, 16 h; active compounds read low. activity change, % at 57.5 µM. 360,000 compounds, 4.7% hits; in the data active = activity change below about -50%; inconclusive = mostly about -30% to -49%; note: % is set by controls: 0 for no effect and ±100 for the full control effect
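THP-1 cells pretreated 1 hr with compounds (up to 57.5 uM final), then stimulated with LPS (250 ng/mL final) plus ATP (1.25 mM final); secreted IL-1B measured by AlphaLISA after 16 hr, decreased signal indicating inhibition.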
KB-V1 MDR tox: kills drug-selected multidrug resistant KB-V1 cells; KB-V1 MDR cells viability, CellTiter-Glo, 72 h; Potency, µM (top dose mostly 46.1 µM), for the others: at the highest dose activity change, negative = cytotoxicity, most hits filed as cytotoxic; 400,000 compounds, 3.4% hits; AID 1347076; note: potency is the fitted concentration of half-maximal effect; % is set by controls: 0 for no effect and ±100 for the full control effect; nearly all actives have a fitted effect of over 60% in size
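Potencies derive from concentration-effect curves fitted to normalized luminescence (CellTiter-Glo) of KB-V1 cells treated for 72 h at 37 degrees C in phenol-red-free DMEM containing 10% FBS.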
HT1080 IDH1KD tx: HT-1080 IDH1 knockdown cell toxicity (counter line); HT-1080 IDH1 knockdown viability, ATP luminescence, 48 h; Potency, µM (doses to about 46.1 µM), inactives show at the top dose activity, negative = toxicity, most hits filed as cytotoxic; 360,000 compounds, 2% hits; AID 686971;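 note: potency is the fitted concentration of half-maximal effect; 0% = DMSO wells and -100% = cell-free medium wells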
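IDH1KD HT-1080 cells, 750/well, RPMI + 5% FBS; compound pinned after 2 h settling; 48 h, 37 °C; CellTiter-Glo luminescence; % activity normalised to DMSO and no-cell wells; curves fitted, classed by r2 and efficacy.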
GLP-1R agonist: agonists of human GLP-1 receptor. P43220. HEK293 GLP-1R CRE-luciferase, luminescence, 4-6 h; cells express a hypersensitive GLP-1R form. 380,000 compounds, 0.007% hits. Potency, µM (titrated, usually from 45.6 µM), for inactives: at the top dose activation, hits mostly activators; note: potency is the fitted concentration of half-maximal effect; % of control where 0% means no effect
Target sequence (P43220 whole entry, looked up): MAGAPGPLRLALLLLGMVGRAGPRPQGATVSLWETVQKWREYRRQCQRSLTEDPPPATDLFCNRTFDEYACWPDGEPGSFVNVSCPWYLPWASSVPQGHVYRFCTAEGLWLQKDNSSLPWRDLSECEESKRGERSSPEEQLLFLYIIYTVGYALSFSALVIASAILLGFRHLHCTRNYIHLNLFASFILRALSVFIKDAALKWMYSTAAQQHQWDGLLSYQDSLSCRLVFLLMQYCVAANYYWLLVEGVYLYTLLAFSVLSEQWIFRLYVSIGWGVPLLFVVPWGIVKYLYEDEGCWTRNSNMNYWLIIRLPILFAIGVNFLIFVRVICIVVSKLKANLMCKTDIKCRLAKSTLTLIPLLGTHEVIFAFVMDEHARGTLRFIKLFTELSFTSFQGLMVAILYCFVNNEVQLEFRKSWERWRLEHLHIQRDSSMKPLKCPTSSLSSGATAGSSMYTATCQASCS
SW480 rereplic: induces DNA re-replication in SW480 colon adenocarcinoma cells; SW480 DNA re-replication, Hoechst DNA content imaging, 48 h; Potency, µM (top dose mostly 46.1 µM), for inactives: at the highest dose re-replication activation, hits mostly activators; 340,000 compounds, 1.8% hits; AID 624297; note: potency is the fitted concentration of half-maximal effect; % of control where 0% means no effect; nearly all actives have a fitted effect of over 55% in size
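Image-based DNA-content assay: after two days of treatment, nuclei were labelled with the DNA dye Hoechst and imaged, and hits were compounds raising the count of nuclei showing high fluorescence intensity.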
DRD3 agonist: D3 dopamine receptor (human) agonism; P35462; D3R DiscoveRx beta-arrestin cells, luminescence, 90 min; max activation, %; 410,000 compounds, 0.58% hits; AID 652048; in the data active = max activation above about 30%; note: 0% is about no effect; mostly tested at two doses, the higher about 12 µM
Target sequence (P35462 whole entry, looked up): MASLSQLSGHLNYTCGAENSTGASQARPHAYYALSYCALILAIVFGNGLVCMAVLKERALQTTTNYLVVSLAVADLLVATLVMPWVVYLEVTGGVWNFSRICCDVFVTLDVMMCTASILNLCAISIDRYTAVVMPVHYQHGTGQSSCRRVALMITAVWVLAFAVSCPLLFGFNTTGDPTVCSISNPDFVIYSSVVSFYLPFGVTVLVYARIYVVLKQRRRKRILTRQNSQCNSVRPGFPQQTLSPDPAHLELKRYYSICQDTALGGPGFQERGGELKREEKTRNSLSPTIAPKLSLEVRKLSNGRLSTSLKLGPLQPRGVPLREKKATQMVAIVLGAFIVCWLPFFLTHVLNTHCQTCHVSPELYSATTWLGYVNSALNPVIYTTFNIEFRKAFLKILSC
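Agonist mode: compounds and dopamine controls were applied to plated cells for 90 min at 37 degrees C after an overnight attachment at 1500 cells/well. Luminescent read-out followed 30 - 60 minutes at room temperature with DiscoveRx detection reagent.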
DRD3 antagonist: D3 dopamine receptor (human) antagonism | P35462 | D3R cells, DiscoveRx beta-arrestin luminescence, antagonist mode; active compounds read low | max response, negative = inhibition, % | 360,000 compounds, 2.5% hits; in the data active = max response below about -50%; inconclusive = no clear call, values can overlap the other calls; note: % is set by controls: 0 for no effect and ±100 for the full control effect; mostly tested at two doses, the higher about 12 µM
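Cells plated overnight at 1500 cells/well, then exposed to library compounds with dopamine controls for 90 minutes at 37 degrees C. DiscoveRx reagent added for 30–60 minutes at room temperature; luminescence read, quantitative HTS format.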
* = called active by the depositor; i = inactive; ? = inconclusive; nt = not tested or not shown; & = joins results of further samples; [ ] = dose if it differs, or a comment. Unless noted, calls come from the whole dose curve; as a rule, active = well fitted curve in the direction sought with a large enough effect; inconclusive = small, poorly fitted or top-dose-only effect, or another doubt; inactive = no such curve, though single readings can be large; an effect the other way counts as inactive or inconclusive.

Compound | KB-3-1 cytotox | KB-V1 MDR tox | DRD3 antagonist | GLP-1R agonist | SW480 rereplic | HT1080NT lethal | HT1080 IDH1KD tx | IL1B secr inh | DRD3 agonist
Clc1ccc(SCc2cc(N3CCOCC3)nc(-c3ccccn3)n2)cc1 | ? | ? | -53.0* | 11.0% | 8.2µM* | -5.8% | -17.3% | -11.7 | -23.0
CCOC(=O)c1ccc(NC(=O)c2sc3nc4n(c(=O)c3c2C)CCC4)cc1 | 8.8%&0.5% | 0.0%&-10.3% | 17.3 | -3.5% | ? | 1.2% | ? | -51.5* | 21.7&-5.7
CC(C)CCNC(=O)[C@H](Cc1ccccc1)N1Cc2ccccc2C1=O | -3.3% | -4.7% | 6.4 | 3.0% | -4.2% | 7.7% | 8.9% | -14.3 | -4.3
CC(NC(=O)c1ccco1)C(=O)N1CCc2ccccc2C1 (centres undefined) | 18.3% | 10.8% | -6.0 | -0.9% | -3.8% | 22.8% | 15.7% | 7.1 | -2.8
COc1ccc(CCNC(=O)c2coc3ccccc3c2=O)cc1 | -11.3% | ? | 2.1 | 3.6% | 6.3% | -6.3% | -0.2% | 21.6 | -12.3
Cc1ccc(S(=O)(=O)N2CCOCC2)cc1C(=O)NC1CCCC(C)C1C (centres undefined) | -2.4% | 4.3% | 2.7 | -18.6% | -0.1% | 1.6% | -0.9% | -6.8 | -3.6
COc1ccc(OC)c(NC(=O)Cn2c(CCC(=O)O)ccc2-c2ccc(C)cc2)c1 | 6.0% | ? | -5.2 | 0.7% | 9.1% | -0.4% | -7.0% | 93.0 | -11.3
Cc1cc(C)c(NC(=O)CN(C)S(=O)(=O)c2ccc3c(c2)n(C)c(=O)c(=O)n3C)c(C)c1 | -6.4% | 4.7% | 8.7 | -3.9% | -19.1% | 5.8% | 24.7% | -24.4 | 0.1
COc1ccc(S(=O)(=O)Nc2cc3c(C(C)=O)c(C)oc3c3ccccc23)cc1 | 2.06µM* | 2.06µM* | -15.1 | 4.8% | 5.17µM* | 1.3µM* | 0.517µM* | 73.9 | -6.0
COc1cc(CN2CCN(c3cccc(C)c3C)CC2)cc([N+](=O)[O-])c1O | 7.0% | -19.0% | -25.2 | 0.0% | -6.3% | -11.9% | -5.3% | -15.1 | 2.4
Cc1cc(N(C)N)nc(NC(=O)NS(=O)(=O)c2ccccc2Cl)n1 | 11.7% | -2.2% | 10.1 | 6.2% | -7.9% | 0.1% | 7.9% | 20.3 | 5.2
CC(C)(C)c1ccc(C(=O)NC(=S)N2CCOCC2)cc1 | -1.8% | -23.3% | -0.6 | 8.3% | -2.7% | 3.8% | -5.3% | 9.5 | 6.3
O=C(c1ccc(Br)o1)N1CCN(C/C=C/c2ccccc2)CC1 | 3.1% | -28.1% | -68.6* | -6.8% | -18.3% | -0.8% | -2.2% | -6.2 | -9.6
Cc1[nH]nc2c1C1(CCOC1C)C(C#N)=C(N)O2 (centres undefined) | -2.1% | -8.4% | 18.3 | -0.4% | -9.1% | 0.0% | 14.0% | 10.6 | -0.9
O=C(CSc1nnnn1-c1ccccc1)N1N=CCC1c1ccccc1 (centres undefined) | 7.6% | -11.9% | 15.1 | 8.3% | -0.5% | -0.2% | -4.2% | -7.2 | -0.8
Cc1ccc(C2C(C#N)=C(N)Oc3n[nH]c(C)c32)cc1 (centres undefined) | 7.9% | 20.7% | -19.0 | -7.9% | -2.1% | 5.4% | 5.8% | -12.1 | 5.2
Cc1ccc(CNC(=O)CS(=O)(=O)CC(=O)O)cc1 | -0.4% | 11.3% | -4.7 | 4.9% | 0.4% | -3.3% | -1.8% | 8.5 | 0.7
Cc1nn(-c2ccccc2)c2sc(C(=O)c3c(N)n(C)c(=O)n(C)c3=O)cc12 | -0.8% | 7.3% | 21.5 | 16.8% | ? | -15.8% | -16.3% | 4.5 | 5.0
Cn1c(COc2ccc(F)cc2)nnc1SCC(=O)NC1CC1 | -6.1% | 3.0% | -28.4 | 10.8% | -37.2%[inhibitor] | -15.1% | -2.8% | i | -5.7
CSCCC1NC(=O)N(CC(=O)Nc2cc(C)on2)C1=O (centres undefined) | 4.7% | ? | 7.2 | 0.9% | -33.6%[inhibitor] | -0.5%[9.24 µM] | 4.2% | 9.1 | 5.5
CCS(=O)(=O)N1CCN(C(C)CCc2ccccc2)CC1 (centres undefined) | -2.9% | -27.0% | -51.4* | -5.8% | -5.0% | -8.3% | 1.2% | -12.6 | 13.8
Cc1cc(N2CCCCCC2)nc2ccc(F)cc12 | -4.2% | -9.3% | 4.9 | 0.6% | -2.5% | 8.6% | -26.6% | 25.7 | 3.1
Cc1nc2ccccc2nc(C)c1=NOCc1ccc(C#N)cc1 | -2.0% | -5.8% | -9.2 | 0.6% | 16.5% | -4.1% | -5.1% | 4.5 | -2.0
Cc1ccc(/C=C2\SC(=O)N(CCC(=O)N3CCN(C)CC3)C2=O)cc1 | 16.2% | ? | 3.4 | 7.0% | -1.1% | -13.5% | -9.9% | -14.4 | -7.3
O=C(CCc1ccc(S(=O)(=O)N2CCOCC2)cc1)Nc1c(F)cccc1F | ? | -12.0% | -14.2 | -1.6% | 0.7% | -10.8% | 2.5% | -6.7 | 0.4
Cc1ccc(S(=O)(=O)C2C(=O)N(C)C3(C)CC2c2ccccc2O3)cc1 (centres undefined) | 6.5% | ? | 5.0 | 6.0% | -2.1% | ? | 14.2% | 0.0 | -9.6
COc1ccc(Cl)cc1NC(=O)C(C)N(C)Cc1ccc(C(F)(F)F)cc1 (centres undefined) | ? | ? | -13.8 | 8.9% | 12.1% | -15.2% | ? | 25.6 | -6.8
O=C(Cc1cccs1)Nc1cc(SCCO)cc([N+](=O)[O-])c1 | 6.2% | ? | 14.3 | 0.1% | -0.1% | -0.4% | 10.6% | -15.5 | -0.9
O=C(O)COc1ccc(Br)cc1/C=C1/SC(=O)N(CC(=O)N2CCCC2)C1=O | 4.4% | -12.1% | 12.9 | -21.1% | 6.2% | -3.2% | 1.2% | 24.2 | 1.1
N#CC(C(O)c1ccccc1)N1CCOCC1 (centres undefined) | -2.3% | 18.8% | 6.0 | 0.7% | nt | 3.6% | 10.3% | -15.6 | 7.1
CCCn1c(SCC(=O)NC2CCCC2)nnc1C(C)C | -5.1% | -14.4% | 20.3 | 2.1% | 18.4µM* | 16.6% | -1.0% | -2.3 | 26.8
O=C(CN1C(=O)NC2(CCOc3ccccc32)C1=O)Nc1cccc(Cl)c1 (centres undefined) | -7.7% | 7.6% | 2.0 | 1.9% | -1.8% | -13.5% | -0.8% | -10.2 | -5.6
O=C(Nc1cc2c(cc1C(=O)c1ccccc1Br)OCCO2)c1cccc(Cl)c1 | 10.9% | 0.0% | nt | 0.5% | nt | nt | nt | nt | -7.7
Cn1cc(Br)c(C(=O)Nc2sc3c(c2C(N)=O)CCCC3)n1 | -11.9% | 1.9% | 5.5 | 7.9% | -11.5% | -8.9% | -3.6% | -81.7* | -10.2
Cc1ccnc(NC(=O)c2ccc(NC(=O)c3ccco3)cc2)c1 | 5.3% | -5.1% | 1.5 | 12.7% | -2.4% | -6.8% | -0.2% | -5.7 | 0.1
O=C(C1CCCCC1)N1C[C@@H](O)[C@H](n2cc(C3CC3)nn2)C[C@@H]1c1ccc(Cl)cc1 | 0.0% | 21.6% | 4.2 | -1.6% | nt | -3.5% | -1.8% | 1.6 | 2.6
O=S(=O)(NCc1cc(-c2ccccc2)no1)c1ccccc1 | -2.9% | -1.8% | -11.1 | 6.1% | -5.4% | 12.1% | 5.0% | -3.6 | 2.8
Cc1cn([C@H]2C[C@H](O)[C@@H](/C=C/C(=O)NCCc3cccs3)O2)c(=O)[nH]c1=O | 0.0% | 8.4% | 1.5 | 0.5% | nt | 19.8% | 24.5% | 24.8 | 12.6
COC(=O)C1=C(N)Oc2cc(C)n(CCN3CCOCC3)c(=O)c2C1c1cccnc1 (centres undefined) | -6.4% | ? | 14.3 | 4.6% | -20.8% | 5.7% | -0.6% | 13.6 | -0.8
CN(C)c1nc(OCCOC(=O)Nc2ccc(Cl)cc2Cl)nc(N(C)C)n1 | -12.0% | -12.1% | 14.7 | ? | 5.7% | 7.7%[9.24 µM] | -1.2% | ? | -16.2
COc1ccc(S(=O)(=O)N2CCN(C(=O)[C@@H]3CCC(=O)N3C3OC(=O)c4ccccc43)CC2)cc1 (some centres undefined) | 6.0% | 23.3% | 8.1 | -8.9% | 0.1% | 14.0% | 14.3% | 6.0 | -0.9
C[C@@H]1CN([C@@H](C)CO)S(=O)(=O)c2ccc(Br)cc2O[C@H]1CN(C)C(=O)c1ccccc1F | -0.4% | -39.1% | -23.0 | 3.3% | nt | -5.4% | -2.5% | -19.5 | -3.9
O=C(NNS(=O)(=O)c1cc(Cl)c(Cl)cc1Cl)c1cccnc1 | 16.7% | -5.6% | 8.5 | -1.3% | 0.5% | -4.3% | -0.1% | 0.0 | 12.6
CC(=O)Nc1ccc2nc(NC(=O)CS(=O)(=O)c3ccc(F)cc3)sc2c1 | 8.2% | -2.9% | -13.2 | -0.1% | nt | -0.9% | -0.3% | 2.4 | -2.1
O=C(COc1cccc(C(F)(F)F)c1)N1CCN(c2ccccc2O)CC1 | 14.4% | -0.4% | 12.7 | 13.5% | -5.6% | -5.2% | -6.0% | -8.2 | -1.4
CCOc1ccccc1NC(=O)CN(c1nccs1)S(=O)(=O)c1ccc(N)cc1 | 2.0% | 0.6% | ? | -1.1% | 0.6% | 0.4% | -2.4% | -9.8 | -2.9
O=C(NCCc1c[nH]c2ccccc12)c1ccc(-n2cnnn2)cc1 | -2.1% | 8.5% | -9.5 | 0.8% | -2.7% | 1.9% | -6.9% | -2.0 | -6.1
CCc1nnc(N2CCN(c3ncnc4c3oc3ccccc34)CC2)s1 | 0.6% | -26.4% | 12.7 | 9.2% | -4.7% | -24.0% | ? | ? | 0.4

Bioassay records (PubChem)
